SUMO Mot1 rescue – yeast Mot1-301 growth rescue at high temperature, primary screen, SUMOylation pathway inhibitor project, S. cerevisiae, ATP luminescence, 38.5C; S. cerevisiae Mot1-301 growth rescue; percent above DMSO median, 100 means doubled; AID 2716, 2010; growth rescue, % at 18.8 µM; actives 1% (n = 320,000);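 active = every valid replicate shows activation above 250% relative to neutral control wells; inactive = the rest, any valid replicate at or below 250%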;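 note: OY570 slx delta 5 strain wells were the positive control but not used for scaling; some compounds called inactive have numbers as strong as hits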
AddAB inh – growth inhibition of E. coli expressing H. pylori AddAB, primary screen, AddAB inhibitor project, absorbance; inhibition, % at 11.9 µM; actives 0.29% (n = 330,000); AID 435030, 2010; in the data active = inhibition above about 12%;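 note: 0% = vehicle wells of infected cells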
Arr AP2 block – inhibitors of beta-arrestin/AP2 binding, primary screen, biochemical, GPCR trafficking, flow cytometry; beta-arrestin 1 C-terminal peptide binding to AP2 beta2-adaptin appendage (human); FITC-arrestin peptide / GST-AP2 beads; AP2 beta2 appendage carries R879A mutation; inhibition, % at 10 µM; actives 0.31% (n = 340,000); AID 504490, 2011;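 active = inhibition above a set limit, near 3 SD of compounds lacking own fluorescence, cut at about 54% in these data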;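 note: plate controls were DMSO wells for no effect and 5 µM unlabelled arrestin peptide for full effect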
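System: GST-AP2 R879A bound to glutathione beads, E. coli-expressed. Also added: 50 nM FITC-arrestin peptide. Schedule: compound with beads 12 min RT, then probe 1 h RT. Signal: bead flow cytometry, FITC channel. Read-out basis: percent response.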
Ecoli viability – E. coli V3065 growth inhibition, primary screen, counter-screen for AddAB inhibitor project, absorbance, OD600; inhibition, % at 11.9 µM; actives 0.27% (n = 330,000); 18 h; AID 449728, 2010;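 active = inhibition above the campaign's mean inhibition across all tested compounds plus 3 SD, cut at about 9.9% in these data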;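 note: uninfected addAB+ strain grown without phage in ampicillin broth; 0% = DMSO wells and 100% = ciprofloxacin 0.95 µg/ml wells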
PfHsp90 set2 – growth inhibition of PfHsp90-expressing yeast, primary screen, antimalarial PfHsp90 inhibitor project, S. cerevisiae, BacTiter-Glo luminescence, single point, set 2; BacTiter-Glo ATP, 48 h; yeast lacking PDR1 and PDR3 efflux regulators; inhibition, % at 9.4 µM; actives 0.32% (n = 310,000);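 active = every replicate shows inhibition above about 80%, whatever the replicate mean, limit read from the data; inconclusive = mean inhibition reaches the set limit but some replicate falls short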;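 note: 0% = DMSO neutral controls and 100% = 20 µM radicicol positive controls; yeast relying on Plasmodium falciparum Hsp90 in place of its own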
DSG3 Ab inh – inhibitors of pemphigus antibody binding to DSG3, primary screen, biochemical, bead-based, flow cytometry, scFv-GFP. DSG3-coupled beads, scFv-anti-DSG3-GFP binding; hits give low values. binding (percent of control), % at 10 µM. actives 0.48% (n = 310,000). AID 588358, 2011;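 active = binding more than 3 SD below its plate's average and above zero; inconclusive = below that plate limit but binding exactly zero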;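 note: hits lower antibody fragment binding to DSG3; some compounds called inactive have numbers as strong as hits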
Target sequence (P32926 whole entry, looked up, the tested form may be a part): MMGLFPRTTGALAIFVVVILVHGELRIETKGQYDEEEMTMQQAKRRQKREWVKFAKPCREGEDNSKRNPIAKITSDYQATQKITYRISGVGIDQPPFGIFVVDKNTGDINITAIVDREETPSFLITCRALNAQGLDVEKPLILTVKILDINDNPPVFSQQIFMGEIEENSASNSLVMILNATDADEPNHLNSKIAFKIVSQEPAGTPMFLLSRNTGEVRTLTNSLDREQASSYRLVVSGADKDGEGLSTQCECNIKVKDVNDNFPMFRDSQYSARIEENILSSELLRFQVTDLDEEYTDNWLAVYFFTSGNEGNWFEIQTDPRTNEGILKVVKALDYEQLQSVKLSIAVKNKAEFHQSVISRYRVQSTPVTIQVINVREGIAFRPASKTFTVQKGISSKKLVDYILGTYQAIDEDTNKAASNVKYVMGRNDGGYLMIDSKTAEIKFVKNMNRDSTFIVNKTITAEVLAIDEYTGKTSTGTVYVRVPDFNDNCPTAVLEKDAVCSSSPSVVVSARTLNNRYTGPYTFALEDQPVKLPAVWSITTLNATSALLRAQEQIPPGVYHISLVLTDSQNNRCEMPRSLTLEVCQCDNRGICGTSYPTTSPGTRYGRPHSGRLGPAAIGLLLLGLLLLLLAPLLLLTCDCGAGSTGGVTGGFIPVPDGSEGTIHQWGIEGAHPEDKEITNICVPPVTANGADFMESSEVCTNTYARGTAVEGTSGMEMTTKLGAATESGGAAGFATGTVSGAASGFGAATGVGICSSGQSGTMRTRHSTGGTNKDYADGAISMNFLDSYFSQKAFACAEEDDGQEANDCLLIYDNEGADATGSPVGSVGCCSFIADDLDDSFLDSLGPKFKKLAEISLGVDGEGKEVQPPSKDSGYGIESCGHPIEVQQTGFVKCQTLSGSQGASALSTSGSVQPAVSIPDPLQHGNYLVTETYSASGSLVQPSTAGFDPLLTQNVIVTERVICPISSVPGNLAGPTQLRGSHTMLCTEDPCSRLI
Tat transport – E. coli Tat export inhibitors, primary screen, MC4100, TorA-mCherry reporter, fluorescence, single point. inhibition, % at 10 µM. actives 0.036% (n = 340,000);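 active = mean replicate inhibition at least 50% and at least half of replicates individually reaching 50%; inconclusive = only one of the two criteria met; inactive = neither criterion met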;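 note: exported cargo escapes ClpAP degradation while cytoplasmic cargo is degraded and loses fluorescence; 0% = median of neutral control wells and 100% = median of NaSCN control wells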
phage Ecoli inh – growth loss of phage-infected E. coli, primary screen, RecBCD inhibitor project, absorbance, with phage, HTS; actives 0.26% (n = 360,000); inhibition, % at 11.9 µM; in the data active = inhibition above about 11%
PKA-R1A act – activators of PKA-R1A holoenzyme, primary screen, biochemical, fluorescence polarization, Cy5-IP20, bovine R1A, mouse PKAc. cAMP-dependent protein kinase type I-alpha regulatory subunit (Bos taurus) + …. PKA-R1A dissociation; scaled: DMSO 0%, 113 µM cGMP 100%. activation, % at 11.4 µM. actives 0.083% (n = 340,000);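 active = percent activation above the mean of all tested compounds plus 3 SD, cut at about 19% in these data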;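 note: higher means more PKAc released from R1A so a rise in polarization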
MOR-DOR inv ag – inverse agonists of MOR-DOR heterodimerization, primary screen, cell-based, luminescence; Mu-type opioid receptor (Homo sapiens) + Delta-type opioid receptor (Homo sapiens), …; cell-based MOR-DOR heterodimer luminescence, inverse agonism; inhibition, % at 9.3 µM; actives 0.21% (n = 340,000); in the data active = inhibition above about 22%, passing the limit was not always enough;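 note: 0% = cells with DMSO and 100% = wells without cells with DMSO; values of inactives mirror those of a sister screen read the other way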
MOR-DOR ag – agonists of OPRM1-OPRD1 heterodimerization, primary screen, cell-based, luminescence; AID 504326, 2011; cells; activation, % at 9.3 µM; actives 0.3% (n = 340,000); in the data active = activation above about 18%;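 note: 0% = vehicle-treated cells and 100% = reference agonist; values of inactives mirror those of a sister screen read the other way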
An asterisk follows results filed as active; i = inactive; ? = inconclusive; . = not tested or not shown; & = joins results of further samples. Compounds as they come; about 2.8% have a hit in one of these screens.

SMILES	SUMO Mot1 rescue	AddAB inh	Arr AP2 block	Ecoli viability	PfHsp90 set2	DSG3 Ab inh	Tat transport	phage Ecoli inh	PKA-R1A act	MOR-DOR inv ag	MOR-DOR ag
Cc1ccccc1NC(=O)c1sc(Cl)nc1-c1ccccc1	-6	2.4	-9	1.4	-1	106	-2	3.1	-7	-3	0.6
C=C(C)C(=O)Nc1cccc(C2=NOC3(C2)C[C@H](C(N)=O)N(C(=O)c2ccccc2)C3)c1 (some centres undefined)	-21	2.7	32	-1.5	-13	104	0	-2.1	-15	13	-2.1
C/C(=N\NC(=O)c1cc2ccccc2cc1O)c1cc2ccccc2o1	8	2.0	34	0.8	0	94	-1	0.3	-9	-27	5.4
O=C1N(c2ccccc2)C2CS(=O)(=O)CC2N1c1ccc(Br)cc1 (centres undefined)	0	0.2	1	2.9	-4	104	2	3.0	-1	13	-2.4
Cc1nn(CC(=O)NC(=O)c2ccccc2)c(C)c1[N+](=O)[O-]	-9	1.1	6	1.8	-3	102	-2	3.5	5	-6	1.1
CN(CC(=O)NCCCc1ccccc1)S(=O)(=O)c1ccc(Br)cc1	10	0.7	7	-2.5	-14	112	-3	2.1	-12	-6	1.0
CCOC(=O)C(NC(=O)c1ccccc1Cl)(Nc1ccc(C(F)(F)F)cc1)C(F)(F)F (centres undefined)	12	0.7	-1	0.8	-20	99	-2	3.5	0	11	-1.9
CC(C)c1ccc(C2NC(=O)CCC2[N+](=O)[O-])cc1 (centres undefined)	-2	1.3	-1	0.1	-19	82	-3	2.1	1	8	-1.3
COC(=O)c1ccc(SCC(=O)NC2CCCCC2)c([N+](=O)[O-])c1	-12	1.2	-8	0.2	-11	98	-3	-1.3	-17	19	-3.7
Cc1onc(-c2c(F)cccc2Cl)c1C(=O)OCC(=O)NC(c1ccccc1)c1ccccc1	43	-0.3	2	-1.7	-6	108	9	1.0	-8	-11	2.1
CC(=O)c1cc2c(cc1NC(=O)CSc1nc3ccccc3o1)OCO2	6	2.4	5	1.6	-21	120	-7	2.5	2	15	-2.7
Cn1c(NC(=O)COc2ccccc2)cc(=O)n(C)c1=O	-14	-1.6	8	-1.6	15	105	-1	-0.1	0	4	-0.7
C=CCN1C(=O)C(O)(CC(=O)c2ccc(OC)cc2OC)c2cc(Br)ccc21 (centres undefined)	-12	0.6	-1	-2.0	25	115	0	0.3	10	4	-1.1
Cc1ccc(S(=O)(=O)n2c(=O)oc3ccccc32)cc1	4	3.0	2	-0.4	-7	108	-9	1.2	1	-3	0.6
CCCC1(c2ccccc2)NC(=O)N(CC(=O)NCc2ccc(C)cc2)C1=O (centres undefined)	-9	-0.7	9	-2.3	0	106	-7	-0.2	-2	14	-3.0
CC(=O)OCC(=O)[C@@]1(O)[C@H](C)C[C@H]2[C@@H]3CCC4=CC(=O)C=C[C@]4(C)[C@@]3(F)[C@@H](O)C[C@@]21C	-5&4	-2.7	4	-1.1	-8	108	-2	2.6	2	8	-1.5
Cc1ccc(OC(=O)COc2ccccc2C)c(-n2nc3ccccc3n2)c1	-24	0.2	6	2.9	-3	104	4	1.4	-3	-31	5.4
CCCC1(CCC)NC(=O)N(CC(=O)c2cc(C)n(-c3ccc4c(c3)OCO4)c2C)C1=O	2	-0.1	-6	0.5	-6	95	-3	1.6	6	-9	1.7
CCN1CCN(C(=O)c2ccccc2Nc2ccc(SC(F)F)cc2)CC1	2	1.5	-7	0.3	16	94	10	2.6	5	4	-0.5
CSc1ccc(CN(C)C(=O)C23CC4CC(CC(Cl)(C4)C2)C3)cc1	-13	2.5	28	-2.1	21	97	6	1.5	1	-17	3.2
Cc1cc(CNC(=O)COc2ccc([N+](=O)[O-])cc2)c2ccccc2n1	-8	0.9	3	1.2	.	117	-2	4.6	-1	5	-1.1
CCOC(=O)C1=C(C)N(C[C@@H]2CC[C@@H](Cc3ccc(-c4ccccc4)cc3)O2)C(=O)NC1c1ccc([N+](=O)[O-])cc1 (some centres undefined)	.	-0.2	-8	1.8	3	97	-7	2.6	-1	-15	3.2
O=C(O)C1CC(=O)N(Cc2cccnc2)C1 (centres undefined)	-22	-0.5	28	-0.2	-5	96	-7	0.8	-6	7	-1.2
Cc1ccc(N2C(=O)C3CCCN3C2=S)cc1C (centres undefined)	279	0.8	14	-0.2	-9	95	11	1.0	-6	2	-0.3
COc1cc(CNCCN2CCOCC2)ccc1OCC(=O)NC(C)(C)C	7	3.1	-11	2.5	.	103	-8	3.8	6	3	-0.5
C=CC(C)(C)O[C@@H]1O[C@H](CO)[C@@H](O)[C@H](O)[C@H]1O	3	1.1	2	0.4	15	102	1	0.8	2	16	-2.8
Cc1ccc(C(=O)NCC(=O)OCCCn2c(=O)[nH]c3ccccc32)cc1	-13	-1.5	-4	-2.0	3	98	-2	3.8	-5	1	-0.1
CCOC(=O)N1CCN(S(=O)(=O)N2CCCC(C(=O)NCc3ccccc3Cl)C2)CC1 (centres undefined)	-2	1.3	-13	0.4	-16	.	4	0.2	1	9	-1.8
CC(C)Oc1ccccc1OCCCCn1cnc2ccccc2c1=O	11	0.4	-11	1.0	26	101	7	4.3	5	6	-1.1
CN(CC(=O)Nc1ccccc1Cl)C(=O)COC(=O)c1cnccn1	102	1.5	14	1.6	0	122	-6	-0.9	5	13	-2.3
O=C(COC(=O)Cc1ccc(F)cc1)NC1CCCCCC1	.	.	9	.	.	103	4	3.5	7	9	-1.4
CCCOc1ccc(OC(=O)c2ccc(Br)o2)cc1	141	1.1	31	-0.6	.	101	6	2.7	-10	-46	8.0
CSCCC(=O)NC1CCCN(CCc2ccccc2)C1 (centres undefined)	-15	1.0	-3	-0.3	16	124	-10	4.0	-1	5	-1.0
CN1CCc2c(sc3nc(SCC(=O)NCc4ccco4)n(-c4ccccc4)c(=O)c23)C1	-2	0.3	3	-2.6	14	113	-5	-0.2	3	19	-3.6
Cc1ccccc1-c1nc(CN2CCC(C(=O)NC3CCN(Cc4ccccc4)CC3)CC2)c(C)o1	3	3.4	0	0.8	-33	104	-9	2.0	2	-4	0.6
CC[C@@H](C)[C@@H]1CN([C@@H](CN2CCC[C@H]2CN2C(N)=NC[C@H]2C(C)C)C(C)C)C(=N)N1CCc1ccc(Cl)c(Cl)c1	.	6.0	-5	3.8	-8	117	31	.	-7	i	205*
Cc1ccc(C2SCCN2C(=O)c2ccc([N+](=O)[O-])cc2)cc1 (centres undefined)	45	-1.0	31	0.6	-4	88	4	3.2	2	-12	1.8
Cc1ccc(S(=O)(=O)c2c(C)cc(C)[nH]c2=O)c(C)c1	-5	0.5	11	0.8	3	90	-4	2.6	0	6	-1.2
CC(=O)c1cccc(NC(=S)NCCC2=CCCCC2)c1	-18	3.1	0	1.0	-20	98	3	-1.3	-8	4	-0.7
CCOC(=O)C1=NNC2(c3ccc(Cl)cc3)C(=O)N(c3ccc(C)cc3)C(=O)C12 (centres undefined)	45	2.0	25	0.2	21	103	3	-1.8	2	-14	2.7
COc1ccccc1N1CCN(C2CCCN(S(=O)(=O)c3ccccc3)C2)CC1 (centres undefined)	-17	2.4	8	0.7	-5	.	5	-2.3	5	-26	5.0
Cc1cccc(S(=O)(=O)C(C#N)c2nc3ccccc3nc2N2CCCC2)c1 (centres undefined)	-3	-2.5	-2	0.3	1	111	0	0.0	-4	-12	2.0
COCCn1c(=NC(=O)c2ccc3c(c2)OCCO3)sc2cc(S(N)(=O)=O)ccc21	-7	3.9	-23	-2.7	1	95	?	3.8	-12	-20	3.6
O=C(NC1CCCCCC1)C1c2ccccc2C(=O)N1Cc1cccnc1 (centres undefined)	-22	2.3	-4	0.8	.	104	12	1.0	-3	-6	1.1
C=CC[C@@H](CC(=O)N[C@H](CO)Cc1ccccc1)C(=O)N[C@@H](C)COC(=O)[C@@H](CC=C)Cc1ccc(F)cc1	55	1.7	31	0.3	-28	100	-4	2.7	9	0	0.1
COc1ccc(C(=O)Nc2ccccc2C(=O)NC(C(=O)NCc2ccco2)C(C)C)cc1 (centres undefined)	-10	2.9	1	-1.0	-14	132	2	0.6	-1	3	-0.6
COc1ccc(CNC(=O)c2cccnc2Sc2ccc(C)c(C)c2)cc1	-14	1.0	26	-0.5	8	99	-5	2.9	4	-13	2.6
CCOc1ccc(-n2cnc3c(=O)[nH]c(N)nc32)cc1	1	1.9	-2	2.9	28	107	-2	-0.6	5	2	-0.5
CCOc1cc(/C=N/NC(=O)c2cc(-c3cccnc3)nc3ccccc23)ccc1O	.	1.4	14	1.3	-13	.	3	0.0	-9	2	-0.5
CC(C(=O)NC(C)(C)C)N1C(=O)c2cccc3cccc(c23)C1=O (centres undefined)	-16	3.0	1	3.2	-1	84	1	3.4	-3	21	-4.2

Profiles, quoted from the list. Values in the order: SUMO Mot1 rescue, AddAB inh, Arr AP2 block, Ecoli viability, PfHsp90 set2, DSG3 Ab inh, Tat transport, phage Ecoli inh, PKA-R1A act, MOR-DOR inv ag, MOR-DOR ag
COc1ccccc1N1CCN(C2CCCN(S(=O)(=O)c3ccccc3)C2)CC1 (centres undefined) across the screens: -17, 2.4, 8, 0.7, -5, ., 5, -2.3, 5, -26, 5.0
COc1ccc(C(=O)Nc2ccccc2C(=O)NC(C(=O)NCc2ccco2)C(C)C)cc1 (centres undefined) across the screens: -10, 2.9, 1, -1.0, -14, 132, 2, 0.6, -1, 3, -0.6
CCOc1ccc(-n2cnc3c(=O)[nH]c(N)nc32)cc1 across the screens: 1, 1.9, -2, 2.9, 28, 107, -2, -0.6, 5, 2, -0.5

The list goes on:
SMILES	SUMO Mot1 rescue	AddAB inh	Arr AP2 block	Ecoli viability	PfHsp90 set2	DSG3 Ab inh	Tat transport	phage Ecoli inh	PKA-R1A act	MOR-DOR inv ag	MOR-DOR ag
O=C(Nc1nccs1)c1cccc(S(=O)(=O)N2CCCC2)c1	-2	3.7	-11	0.1	9	100	1	1.8	8	16	-2.9
Cc1ccccc1/C=C/c1nc2ccccc2c(=O)n1Cc1ccccc1	14	6.3	13	2.4	-12	.	-4	-1.1	6	3	-0.6
COc1cc(/C=C/C(=O)O)cc(S(=O)(=O)NCCO)c1OC	-2	1.3	0	0.6	-6	99	4	1.0	2	9	-1.7
O=C(c1ccccn1)N(c1ccccc1)C1(C(=O)NC2CCCCC2)CCCCC1	40	1.2	-17	1.8	0	108	1	0.0	-15	12	-2.2
